Screening results deposited in PubChem BioAssay by National Center for Advancing Translational Sciences (NCATS).
HCMV inh: human cytomegalovirus inhibition | hit rate 4.5% among 410,000 | AID 1259415 | activity change, negative = inhibition, % at 57.5 µM | HFF cells, HCMV-luciferase reporter, 72 h; stronger effect = lower value; in the data active = activity change below about -60%; inconclusive = no clear call, values can overlap the other calls; inactive = above about -39%; note: % is set by controls: 0 for no effect and ±100 for the full control effect
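HFF cells seeded 16 h at 37C, treated with compounds, infected with luciferase-reporter HCMV at MOI 1 PFU/cell; luciferase read at 72 h post infection, normalized to buffer-only and Salinomycin controls.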
AmpC no deterg: AmpC beta-lactamase inhibition without detergent; P00811; AmpC nitrocefin hydrolysis, absorbance 480 nm, 0.0001% Triton; Potency, µM (doses to about 57.1 µM), without a hit: at the highest dose activity change, negative = inhibition, actives largely listed as inhibitors; hit rate 0.52% among 330,000;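 note: potency is the fitted concentration of half-maximal effect; plate controls were no compound for no effect and no enzyme for full effect; nearly all actives have a fitted effect of over 20% in size; some results filed as inactive show a strong effect at the top dose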
Target sequence (P00811 whole entry, looked up): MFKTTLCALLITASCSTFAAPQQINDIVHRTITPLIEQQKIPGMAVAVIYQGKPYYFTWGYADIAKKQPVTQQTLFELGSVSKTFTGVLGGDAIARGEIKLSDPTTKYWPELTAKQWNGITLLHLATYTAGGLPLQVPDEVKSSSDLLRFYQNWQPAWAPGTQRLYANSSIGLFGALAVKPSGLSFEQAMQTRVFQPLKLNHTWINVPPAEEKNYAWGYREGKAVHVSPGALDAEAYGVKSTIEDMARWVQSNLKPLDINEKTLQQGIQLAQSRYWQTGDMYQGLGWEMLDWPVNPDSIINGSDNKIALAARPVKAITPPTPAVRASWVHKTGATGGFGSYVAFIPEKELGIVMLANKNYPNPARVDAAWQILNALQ
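AmpC (5.3 nM in the dispensed reagent) in 20 mM phosphate pH 7.0 with 0.01% (detergent screen) or 0.0001% Triton X-100 was preincubated with compounds for 15 min at room temperature. Nitrocefin was then added from an 800 uM solution, and hydrolysis was followed at 480 nm.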
Shiga toxin inh: inhibitors of Shiga toxin in Vero cells; hit rate 9.2% among 290,000; inhibition, % at 38.7 µM; Vero cells, Shiga toxin protein synthesis inhibition reporter; in the data active = inhibition mostly above about 28%, no sharp cut-off; inactive = mostly below about 43%; note: 0% is about no effect
FBPA Giardia inh: Giardia lamblia aldolase inhibition; hit rate 0.71% among 290,000; purified Giardia FBPA; Potency, µM (series often up to 59.6 µM), inactives show top-dose activity, negative = inhibition, hits mostly inhibitors; A8B2U2; AID 2451; note: potency is the fitted concentration of half-maximal effect; % is set by controls: 0 for no effect and ±100 for the full control effect; nearly all actives have a fitted effect of over 55% in size
Target sequence (A8B2U2 whole entry, looked up): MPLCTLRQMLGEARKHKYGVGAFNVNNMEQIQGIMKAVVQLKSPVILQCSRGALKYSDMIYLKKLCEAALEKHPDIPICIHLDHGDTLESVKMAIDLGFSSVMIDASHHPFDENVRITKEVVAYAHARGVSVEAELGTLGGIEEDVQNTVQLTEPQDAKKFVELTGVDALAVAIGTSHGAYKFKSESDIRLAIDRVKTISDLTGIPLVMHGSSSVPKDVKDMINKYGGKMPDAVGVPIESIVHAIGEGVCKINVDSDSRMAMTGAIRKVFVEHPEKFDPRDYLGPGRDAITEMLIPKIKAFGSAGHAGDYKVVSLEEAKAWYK
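Giardia FBPA (40 nM reagent) was preincubated 10 min at RT with compound (up to 57.5 uM final), then substrate plus GAPDH/TPI/NAD/arsenate coupling system with diaphorase/resazurin was added; resorufin fluorescence (525/598 nm) was read after 20 min.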
AMA1 RON2 block: inhibitors of Plasmodium falciparum AMA1-RON2 interaction | hit rate 0.2% among 360,000 | AlphaScreen AMA1-biotinylated RON2 peptide binding | Potency, µM (highest dose often 58.2 µM), for inactives: at the top dose activity change, negative = inhibition, usual class: inhibitors;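 note: potency is the fitted concentration of half-maximal effect; 0% = vehicle wells and -100% = peptide control; nearly all actives have a fitted effect of over 45% in size; some results filed as inactive show a strong effect at the top dose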
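AMA1 (3D7) with his tag at 25 nM final met compounds first, then biotinylated RON2 peptide at 25 nM; detection used donor plus acceptor beads, 10 µg/mL apiece, read by AlphaScreen after 30 min at room temperature.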
CHX counter: affects cycloheximide protein synthesis inhibition readout, counter-screen; AID 2314; max response, %; hit rate 12% among 300,000; cell reporter, cycloheximide protein synthesis inhibition counterscreen; in the data active = max response mostly above about 13%, no sharp cut-off; inactive = mostly below about 14%; note: read at 38.3 µM for the half of the compounds with a filed dose; 0% is about no effect
AmpC detergent: blocks E. coli AmpC beta-lactamase in detergent assay; P00811; AmpC hydrolysis of nitrocefin, absorbance 480 nm, 0.01% Triton; Potency, µM (top dose mostly 114 µM), for the others: at the top dose activity change, negative = inhibition, actives largely listed as inhibitors; hit rate 0.041% among 370,000; AID 485294;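 note: potency is the fitted concentration of half-maximal effect; 0% = no-compound wells and -100% = no-enzyme wells; nearly all actives have a fitted effect of over 25% in size; some results filed as inactive show a strong effect at the top dose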
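20 mM phosphate pH 7.0 + 0.01% (detergent screen) or 0.0001% Triton X-100; 5.3 nM AmpC reagent; cpd preinc 15 min RT; nitrocefin (800 uM stock) to start; A480 q20 s × 4 min; Activity was normalised to no-enzyme and no-compound control wells.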
An asterisk follows results filed as active; & = joins results of further samples; [ ] = another dose, or the depositor's remark. Unless noted, calls come from the whole dose curve; as a rule, active = well fitted curve in the direction sought with a large enough effect; inconclusive = small, poorly fitted or top-dose-only effect, or another doubt; inactive = no such curve, though single readings can be large; an effect the other way counts as inactive or inconclusive.

`COc1ccc(C(=O)N2CCN(Cc3ccc(OC)c(OC)c3)CC2)cc1` gave HCMV inh 30, AmpC no deterg 10%, Shiga toxin inh -9, FBPA Giardia inh inconclusive, AMA1 RON2 block inconclusive, CHX counter -3 and AmpC detergent -11%.
Screening Cc1cc(NC(=O)CN(C)S(=O)(=O)c2cccc(Cl)c2)no1 returned HCMV inh -6, AmpC no deterg -28%, Shiga toxin inh 14, FBPA Giardia inh -1%, AMA1 RON2 block 3%, CHX counter 4 and AmpC detergent 0%.
`CC(C)Cc1c2c([nH]c(=S)c1C#N)CCCC2` gave HCMV inh 11, AmpC no deterg -52%, Shiga toxin inh -6, FBPA Giardia inh -5%, AMA1 RON2 block 43%[activator], CHX counter -3 and AmpC detergent -4%.
`CCOc1ccc(CCNC(=O)COC(=O)CNS(=O)(=O)c2ccc(C)cc2)cc1OCC` gave HCMV inh -2, AmpC no deterg 20%, AMA1 RON2 block 21% and AmpC detergent -12%.
`O=C(O)c1ccc2c(=O)[nH]c(CN3CCOCC3)nc2c1` gave HCMV inh -31, AmpC no deterg -25%, Shiga toxin inh -20, FBPA Giardia inh -13%, AMA1 RON2 block 2%, CHX counter -6 and AmpC detergent -6%.
CCCn1c(SCC(=O)NC2CCCc3ccccc32)n[nH]c1=O (stereo not given) was read as HCMV inh -32, AmpC no deterg -23%, Shiga toxin inh 25, FBPA Giardia inh 1%, AMA1 RON2 block 12%, CHX counter -7 and AmpC detergent -2%.
`CN1C(=O)[C@@H]2[C@H](C1=O)[C@@H]1C(=O)Nc3ccccc3C(=O)N1[C@@H]2c1ccc(F)cc1` gave HCMV inh 44, AmpC no deterg -11%, Shiga toxin inh -5, FBPA Giardia inh 4%, AMA1 RON2 block 19%, CHX counter -1 and AmpC detergent inconclusive.
For C[C@@H]1[C@H]2CCCC[C@H]2CN(C(=O)OC(C)(C)C)[C@@H]1c1cn(Cc2ccccc2)c2ccc(F)cc12 the results were HCMV inh -7, AmpC no deterg -26% and AMA1 RON2 block -15%.
N#CC(C#N)=C1NC2(CCCC2)Cc2ccccc21 was read as HCMV inh -3, AmpC no deterg -23%, Shiga toxin inh -16, FBPA Giardia inh 7%, AMA1 RON2 block 10%, CHX counter -2 and AmpC detergent 1%.
Screening CN(C)CCC1CCN(c2cc(C#N)c(C#N)cc2[N+](=O)[O-])CC1 returned HCMV inh 4, AmpC no deterg -3%, Shiga toxin inh -6, FBPA Giardia inh 2%, AMA1 RON2 block -22%, CHX counter -2 and AmpC detergent 6%.
`COc1ccc(Cl)cc1S(=O)(=O)NC(C)C(=O)NCCCn1ccnc1` (stereo not given) gave HCMV inh 18, AmpC no deterg -4%, AMA1 RON2 block -5% and AmpC detergent inconclusive.
`O=C(NCc1nc2ncc(Br)cc2[nH]1)c1ccccc1` gave HCMV inh 17, AmpC no deterg -12%, Shiga toxin inh 48, FBPA Giardia inh -9%, AMA1 RON2 block 3%, CHX counter 15* and AmpC detergent -12%.
`COc1ccc(N2CCN(CC(O)COC(c3ccccc3)c3ccccc3)CC2)cc1` (stereo not given) gave HCMV inh 0, AmpC no deterg 89%[activator], Shiga toxin inh 21, FBPA Giardia inh -1%, AMA1 RON2 block inconclusive, CHX counter -3 and AmpC detergent -6%.
Screening COc1ccc2c(c1)O[C@H](c1ccc3c(c1)OCO3)[C@@H](O)C2=O returned AmpC no deterg -1%, Shiga toxin inh 58*, FBPA Giardia inh -5%&3%, AMA1 RON2 block -4%, CHX counter 38* and AmpC detergent -22%.
For CCN(CC)C(=O)[C@H]1CC(CC(=O)NCCCOC)C(=O)N2CCc3c([nH]c4ccccc34)[C@]12C (stereo not given in full) the results were HCMV inh 41, AmpC no deterg 64%[activator] and AMA1 RON2 block 13%.
Screening CCOc1ccc(C2/C(=C(\O)c3ccc4c(c3)OCCO4)C(=O)C(=O)N2CCCN2CCOCC2)cc1 (stereo not given) returned HCMV inh 8, AmpC no deterg 24%, Shiga toxin inh -3, AMA1 RON2 block 0%, CHX counter 3 and AmpC detergent 2%.
Cn1c(=O)n(C)c2cc(S(=O)(=O)NCc3ccccc3)ccc21 was read as HCMV inh 3, AmpC no deterg -9%, Shiga toxin inh -15, FBPA Giardia inh -1%, AMA1 RON2 block -2%, CHX counter -4 and AmpC detergent -16%.
For Fc1ccc(CNc2nc(-c3ccccc3)nc3ccccc23)cc1 the results were HCMV inh 27, AmpC no deterg -50%[11.4 µM], Shiga toxin inh 0, FBPA Giardia inh -1%, AMA1 RON2 block -11%, CHX counter 1 and AmpC detergent inconclusive.
Screening Cc1cc(OCc2nn[nH]n2)c2c3c(c(=O)oc2c1)CCCC3 returned HCMV inh 0, AmpC no deterg -25%, Shiga toxin inh -11, FBPA Giardia inh 7%, AMA1 RON2 block 3%, CHX counter -8 and AmpC detergent inconclusive.
Screening O=C(COC(=O)/C=C/c1cccs1)Nc1ccccc1Cl returned HCMV inh -27, AmpC no deterg -13%[11.4 µM], Shiga toxin inh -2, FBPA Giardia inh 4%, AMA1 RON2 block -12%, CHX counter 1 and AmpC detergent -8%.
Screening O=C(Nc1ccccc1N1CCOCC1)c1ccc([N+](=O)[O-])s1 returned HCMV inh inconclusive, AmpC no deterg -10% and AMA1 RON2 block inconclusive.
Screening C=CCn1c(SCC(=O)N2CCN(CCO)CC2)nc2sc3c(c2c1=O)CCC3 returned HCMV inh -7, AmpC no deterg 87%[activator], Shiga toxin inh -30, AMA1 RON2 block 4%, CHX counter -3 and AmpC detergent 3%.
Screening CCC(C)c1ccc2oc(-c3ccc(NC(=O)Cn4cnc5c(=O)n(C)c(=O)n(C)c54)cc3)nc2c1 (stereo not given) returned HCMV inh -73*, AmpC no deterg -12%, Shiga toxin inh 154*, FBPA Giardia inh 5%, AMA1 RON2 block -12%, CHX counter 58* and AmpC detergent -12%.
Screening CCNCc1cc(Cl)c(OCc2ccccc2)c(OCC)c1 returned HCMV inh inconclusive, AmpC no deterg 21%, Shiga toxin inh -18, FBPA Giardia inh 0%, AMA1 RON2 block -13%, CHX counter -5 and AmpC detergent -1%.
`Cc1nnc(SCC(=O)N2CCOCC2)s1` gave HCMV inh -1, AmpC no deterg -15%, Shiga toxin inh 26, FBPA Giardia inh 2%, AMA1 RON2 block -5%, CHX counter -4 and AmpC detergent -9%.
Screening CC1(C)C(=O)Nc2ccccc2N1C(=O)CSc1nnc2ccccn12 returned HCMV inh 8, AmpC no deterg -18%, Shiga toxin inh -2, FBPA Giardia inh 6%, AMA1 RON2 block -6%, CHX counter -1 and AmpC detergent 1%.
`COc1ccccc1/C=C/C(=O)N1CCC(c2ccccc2)C1` (stereo not given) gave HCMV inh 89, AmpC no deterg 0%, Shiga toxin inh 71*, FBPA Giardia inh -2%, AMA1 RON2 block -1%, CHX counter 52* and AmpC detergent -7%.
`COc1ccc(/C=N/NC(=O)c2ccc(CSc3nncn3C)cc2)cc1OC` gave HCMV inh 38, AmpC no deterg -35%, Shiga toxin inh -4, FBPA Giardia inh 0%, AMA1 RON2 block 0%, CHX counter -1 and AmpC detergent inconclusive.
Screening N#CC1(c2ccc(NC(=O)c3ccccc3F)cc2)CCCC1 returned HCMV inh 0, AmpC no deterg -24%, Shiga toxin inh 62*, FBPA Giardia inh -15%, AMA1 RON2 block 53%[activator], CHX counter 45* and AmpC detergent inconclusive.
CCn1c(C)cc(/C=C2/SC(=S)NC2=O)c1C was read as HCMV inh -34, AmpC no deterg -22%, Shiga toxin inh 30, FBPA Giardia inh 0%, AMA1 RON2 block -8%, CHX counter 21 and AmpC detergent -12%.

The closing three compounds of the section before are carried over, then new ones follow:
`COc1ccc(/C=N/NC(=O)c2ccc(CSc3nncn3C)cc2)cc1OC` gave HCMV inh 38, AmpC no deterg -35%, Shiga toxin inh -4, FBPA Giardia inh 0%, AMA1 RON2 block 0%, CHX counter -1 and AmpC detergent inconclusive.
Screening N#CC1(c2ccc(NC(=O)c3ccccc3F)cc2)CCCC1 returned HCMV inh 0, AmpC no deterg -24%, Shiga toxin inh 62*, FBPA Giardia inh -15%, AMA1 RON2 block 53%[activator], CHX counter 45* and AmpC detergent inconclusive.
CCn1c(C)cc(/C=C2/SC(=S)NC2=O)c1C was read as HCMV inh -34, AmpC no deterg -22%, Shiga toxin inh 30, FBPA Giardia inh 0%, AMA1 RON2 block -8%, CHX counter 21 and AmpC detergent -12%.
For CCOc1cccc2sc(N(CCCN(C)C)C(=O)c3ccc(S(=O)(=O)N4CCCCCC4)cc3)nc12 the results were HCMV inh -32, AmpC no deterg 219%[activator], Shiga toxin inh -4, FBPA Giardia inh -24%, AMA1 RON2 block -4%, CHX counter -3 and AmpC detergent -1%.
Screening Oc1ccc(/C=N/Nc2nc(-c3cccnc3)nc3ccccc23)c(O)c1 returned HCMV inh -26, AmpC no deterg -34%, Shiga toxin inh 41*, FBPA Giardia inh -2%, AMA1 RON2 block 107%[activator], CHX counter 53* and AmpC detergent -2%.
CN(C(=O)CC1C(=O)NCCN1C/C=C/c1ccccc1)C1CCOCC1 (stereo not given) was read as HCMV inh 1, AmpC no deterg 29%, Shiga toxin inh -6, FBPA Giardia inh -2%, AMA1 RON2 block -13%, CHX counter -1 and AmpC detergent 1%.
Screening CCc1nnc(NC(=O)/C=C/c2ccco2)s1 returned HCMV inh 14, AmpC no deterg -10%, Shiga toxin inh 55, FBPA Giardia inh 1%, AMA1 RON2 block -7%, CHX counter 27* and AmpC detergent -11%.
Screening CC(=O)CC(C)(C)S(=O)(=O)c1ccc(Oc2ccc(S(=O)(=O)C(C)(C)CC(C)=O)cc2)cc1 returned HCMV inh 17, AmpC no deterg 206%[activator], Shiga toxin inh -7, FBPA Giardia inh 2%, AMA1 RON2 block 5%, CHX counter -2 and AmpC detergent 3%.
For Cc1c(C)n(CCC(=O)O)c2ccccc12 the results were HCMV inh -38, AmpC no deterg -32%, Shiga toxin inh 14, FBPA Giardia inh 8%, AMA1 RON2 block -5%, CHX counter 1 and AmpC detergent 1%.
`COCCSc1ccccc1C(=O)NCc1cccnc1` gave HCMV inh 0, AmpC no deterg -9%, Shiga toxin inh 16, FBPA Giardia inh 2%, AMA1 RON2 block 0%, CHX counter 1 and AmpC detergent 2%.
For O=C(CCc1nc2ccccc2[nH]1)NCc1ccc2c(c1)OCO2 the results were HCMV inh 2, AmpC no deterg -2%, Shiga toxin inh -2, FBPA Giardia inh -8%, AMA1 RON2 block -3%, CHX counter -1 and AmpC detergent inconclusive.
For Cc1cc(C)nc(N2C(=O)CC(Cc3ccc(Cl)cc3)C2=O)n1 (stereo not given) the results were HCMV inh -101*, AmpC no deterg 17%, Shiga toxin inh -22, FBPA Giardia inh 3%, AMA1 RON2 block -2%, CHX counter -5 and AmpC detergent 0%.
